Vc quorum ag: inducers of Vibrio cholerae quorum light production without autoinducers. 0.16% of 350,000 active. AID 588436. activation, % at 18.7 µM. V. cholerae BH1578 lux reporter, luminescence, 6 h; in the data active means activation mostly above about 9.7%, no sharp cut-off; inconclusive means no clear call, values can overlap the other calls; inactive means mostly below about 3.7%; further: not every result past the cut was called active; inactives centre near 0; reference of the scale not given here
DUSP3 inh: blocks human VHR1 dual specificity phosphatase; recombinant VHR phosphatase, pNPP absorbance; inhibition, % at 13.3 µM; AID 1654; P51452; 0.52% of 290,000 active; in the data active means inhibition above about 50%; further: some compounds called inactive have numbers as strong as hits
Target sequence (P51452 whole entry, looked up): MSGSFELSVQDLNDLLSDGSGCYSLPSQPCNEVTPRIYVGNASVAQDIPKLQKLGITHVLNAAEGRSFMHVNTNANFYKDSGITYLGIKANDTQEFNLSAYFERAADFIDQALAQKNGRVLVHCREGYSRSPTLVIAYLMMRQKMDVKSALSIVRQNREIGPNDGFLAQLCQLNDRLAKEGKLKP
TcdB inh: TcdB glycohydrolase inhibition; P18177; TcdB glycohydrolase enzymatic assay, plate reader; inhibition, % at 9.99 µM; 0.24% of 350,000 active; in the data active means inhibition above about 10%
Anthrax LF prot: inhibitors of Bacillus anthracis lethal factor protease; P15917; multiplex microsphere protease cleavage assay, LF; inhibition, % at 10 µM; 0.12% of 360,000 active; AID 588501; further: plate controls were buffer without enzyme for full effect and enzyme alone for no effect
Target sequence (P15917 whole entry, looked up): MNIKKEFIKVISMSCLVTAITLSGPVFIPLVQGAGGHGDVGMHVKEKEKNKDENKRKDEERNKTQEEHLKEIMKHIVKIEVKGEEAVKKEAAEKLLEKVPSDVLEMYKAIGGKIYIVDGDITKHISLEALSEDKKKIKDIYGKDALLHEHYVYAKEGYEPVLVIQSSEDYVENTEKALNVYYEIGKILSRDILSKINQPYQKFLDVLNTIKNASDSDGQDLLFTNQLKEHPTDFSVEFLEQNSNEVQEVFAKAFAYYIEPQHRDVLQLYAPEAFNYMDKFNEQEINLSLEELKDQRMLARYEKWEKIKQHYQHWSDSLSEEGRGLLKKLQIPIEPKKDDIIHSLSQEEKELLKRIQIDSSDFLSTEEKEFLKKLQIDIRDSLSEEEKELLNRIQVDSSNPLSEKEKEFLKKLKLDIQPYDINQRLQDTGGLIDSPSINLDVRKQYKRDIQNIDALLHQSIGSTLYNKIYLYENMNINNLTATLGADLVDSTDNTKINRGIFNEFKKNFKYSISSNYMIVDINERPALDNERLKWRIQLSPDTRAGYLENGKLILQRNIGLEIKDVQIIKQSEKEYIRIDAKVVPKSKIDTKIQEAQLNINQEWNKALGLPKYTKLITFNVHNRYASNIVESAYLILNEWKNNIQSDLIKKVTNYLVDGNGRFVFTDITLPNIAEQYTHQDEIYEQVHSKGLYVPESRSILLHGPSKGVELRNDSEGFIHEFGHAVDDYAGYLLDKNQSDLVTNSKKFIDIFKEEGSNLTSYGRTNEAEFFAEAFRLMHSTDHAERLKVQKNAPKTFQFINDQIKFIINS
PfHsp40 yeast: rescue of PfHsp40-mediated yeast toxicity; growth rescue, % at 12.5 µM; AID 504582; S. cerevisiae expressing PfHsp40, growth rescue, ATP luminescence; 0.68% of 340,000 active; in the data active means growth rescue above about 28%, passing the limit was not always enough; inconclusive means no clear call, values can overlap the other calls;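 further: yeast W303a lacking pdr1 and pdr3 grown in galactose medium; growth measured after three days at 30 °C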
BoNT-A LC inh2: blocks Botulinum neurotoxin A light chain protease; 0.17% of 360,000 active; multiplex microsphere protease substrate cleavage, flow cytometry; inhibition, % at 10 µM; AID 588499; further: plate controls were buffer without enzyme for full effect and enzyme alone for no effect
PriA SSB inh: blocks PriA binding to SSB C-terminal tail | AlphaScreen SSBct-PriA binding, biotinylated peptide | inhibition, % at 33 µM | 0.6% of 430,000 active | AID 1272365; in the data active means inhibition mostly above about 37%, no sharp cut-off; inactive means mostly below about 20%;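 further: plate controls were negative control peptide for no effect and reference peptide for full effect; strong numbers were not always called active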
Yp Topo-I inh: inhibitors of Yersinia pestis topoisomerase I; Y. pestis Topo-I cleavage product accumulation, plate reader; activity, % at 10 µM; 0.064% of 360,000 active; in the data active means activity above about 50%, passing the limit was not always enough; inconclusive means no clear call, values can overlap the other calls; further: inactives centre near 2
3CLpro inhibitor: SARS-CoV 3CLpro protease inhibition; P0C6X7; recombinant SARS-CoV 3CLpro, quenched FRET peptide cleavage; inhibition, % at 6 µM; 0.14% of 290,000 active; AID 1706; in the data active means inhibition above about 12%
CCHF vOTU inh: CCHFV vOTU protease inhibition; Pep-AMC fluorescence; inhibition, % at 11.5 µM; 0.55% of 370,000 active; in the data active means inhibition above about 30%; further: 0% = vehicle wells with enzyme and 100% = no enzyme wells
Active calls of the source: *; i = inactive; ? = inconclusive; / = not tested or not shown; & = joins results of further samples. Unless noted, no stated cut-off is given here; in the data, active means inhibition above about 30%; inconclusive means no clear call, values can overlap the other calls; inactive means below that. Only part of the results is shown; the hit share may differ from the screen's.

Start of the listing, in advance (4 entries):
nr	canonical_smiles	CCHF vOTU inh	TcdB inh	3CLpro inhibitor	PfHsp40 yeast	Vc quorum ag
1	CCc1nc2ccc(C(=O)N(C)Cc3ccco3)cn2c1N(C)C(=O)Cc1ccccc1	-13	3.8	/	/	4.5
2	CC(C)c1nc(=S)n(-c2ccccc2)[nH]1	1	/	3	1.5	i
3	Cc1cc(S(=O)(=O)NCC(c2ccc(F)cc2)N2CCN(C)CC2)ccc1F (configuration not stated)	-1	4.8	/	1.5	-5.3
4	Cc1nc(SCC(=O)Nc2ccccc2Cl)oc1C	-5	1.3	-1	1.3	i

nr	Anthrax LF prot	Yp Topo-I inh	PriA SSB inh	DUSP3 inh	BoNT-A LC inh2
1	-8	-8	/	/	-0.6
2	-2	-2	-11	4	0.4
3	/	-5	-4&1&7	/	/
4	0	-8	-9	-19	1.0

This part in full, from the first entry:
nr	canonical_smiles	CCHF vOTU inh	TcdB inh	3CLpro inhibitor	PfHsp40 yeast	Vc quorum ag
1	CCc1nc2ccc(C(=O)N(C)Cc3ccco3)cn2c1N(C)C(=O)Cc1ccccc1	-13	3.8	/	/	4.5
2	CC(C)c1nc(=S)n(-c2ccccc2)[nH]1	1	/	3	1.5	i
3	Cc1cc(S(=O)(=O)NCC(c2ccc(F)cc2)N2CCN(C)CC2)ccc1F (configuration not stated)	-1	4.8	/	1.5	-5.3
4	Cc1nc(SCC(=O)Nc2ccccc2Cl)oc1C	-5	1.3	-1	1.3	i
5	CC(=O)c1cc(CN2CCC(n3nccc3NC(=O)c3ccccc3)CC2)cs1	6	0.7	-1	6.5	/
6	CN(C)C(=O)COc1ncnc2scc(-c3ccc(F)cc3)c12	-13	-0.1	0	0.8	-0.3
7	CCOC(=O)C(Oc1ccc2c(-c3ccc(OC)cc3)cc(=O)oc2c1C)c1ccccc1 (configuration not stated)	1	/	1	1.4	i
8	O=S(=O)(Nc1ncccn1)c1ccccc1	2	0.1	1	0.4	i
9	COC(=O)c1ccc2nc(-c3ccc(C)cc3)c(Cc3ccsc3)n2c1	-4	-0.6	/	/	/
10	Nc1c(-c2ccccc2)sc2ccc3ccccc3[n+]12	2	1.0	2	0.7	-0.4
11	Nc1c(C(=O)c2ccco2)oc2ccccc12	7	1.0	-4	/	/
12	c1ccc2c(Nc3nncs3)c3ccccc3nc2c1	-11	0.0	-1	-1.4	-0.5

nr	Anthrax LF prot	Yp Topo-I inh	PriA SSB inh	DUSP3 inh	BoNT-A LC inh2
1	-8	-8	/	/	-0.6
2	-2	-2	-11	4	0.4
3	/	-5	-4&1&7	/	/
4	0	-8	-9	-19	1.0
5	-4	1	3	-9	0.0
6	-5	5	4	16	0.4
7	-2	-9	-7	25	?
8	/	6	0	-23	/
9	-3	/	/	/	0.1
10	1	-8	25&-15	-12	-0.3
11	/	/	/	5	/
12	2	-8	-3	23	0.5

More results
nr	canonical_smiles	CCHF vOTU inh	TcdB inh	3CLpro inhibitor	PfHsp40 yeast	Vc quorum ag
13	COc1cc(-c2cc(-c3ccc(O)cc3)nc(N)c2C#N)ccc1O	-8	0.0	5	-2.0	i
14	O=C(O)c1cc2ncc(-c3[nH]ncc3[N+](=O)[O-])cn2n1	-6	-0.2	-1	0.9	-0.4
15	CCOc1ccc(CCNC(=O)c2cc([N+](=O)[O-])ccc2N2CCOCC2)cc1OCC	-3	0.0	-6	0.1	/
16	O=[N+]([O-])c1ccc(N2CCOCC2)c2c1no[n+]2[O-]	22	5.5	/	/	35*
17	COc1ccc(C=O)c(OCc2cn(CC(=O)c3ccc(O)cc3)nn2)c1	-4	1.2	/	-1.3	i
18	COc1cc(CN2CCc3ccc(NC(=O)CCc4ccccc4OC)cc3C2)ccc1O	9	1.1	2	-0.7	-0.3
19	O=C(CSc1nc2ccc(Cl)cc2[nH]1)NCCc1ccccc1	5	2.7	-1	1.0	-3.4
20	O=C(CN1CCN(CC(=O)Nc2ccccc2F)CC1)Nc1ccc2c(c1)OCCO2	3	0.9	-4	-0.1	-0.2
21	CCC(C)C(NC(=O)c1ccc(Cl)cc1Cl)C(=O)O (configuration not stated)	-9	/	-1	0.2	-0.3
22	O=C(CCc1n[nH]c(=O)[nH]c1=O)N/N=C/c1ccc(Br)o1	6	0.8	2	-0.3	-0.3
23	CCOC(=O)N1CCC(N2C(=O)c3ccccc3C2Nc2ccc(S(=O)(=O)N3CCOCC3)cc2)CC1 (configuration not stated)	7	1.0	-1	-0.1	-0.6
24	C=CCNc1nc2cc(-c3cccc(Cl)c3)sc2c(=O)n1C	-6	0.5	/	/	0.3

nr	Anthrax LF prot	Yp Topo-I inh	PriA SSB inh	DUSP3 inh	BoNT-A LC inh2
13	2	-10	-6	-5	-0.3
14	-1	4	-9	-13	0.3
15	-2	9	-1	50*	-2.1
16	0	10	/	/	-0.3
17	3	-3	-9	/	-0.3
18	-4	-4	14	15	-1.6
19	-1	3	5	-4	1.5
20	-2	6	1	12	-0.8
21	-2	2	-5	-8	-0.5
22	2	-8	/	14	-0.4
23	-4	16	-2	3	-0.9
24	2	-2	/	/	0.4

(continued)
nr	canonical_smiles	CCHF vOTU inh	TcdB inh	3CLpro inhibitor	PfHsp40 yeast	Vc quorum ag
25	O=C(NCC1CCN(c2ccc(S(=O)(=O)N3CCOCC3)cc2)CC1)c1cccc(Cl)c1	-11	/	4	1.5	-0.4
26	CCNc1ccc(C(=O)O)cc1N	4	-4.2	0	-0.9	2.7
27	O=C(COc1ccccc1F)N1CCN(S(=O)(=O)/C=C/c2ccccc2)CC1	-9	/	0	-2.1	-0.3
28	CCc1ccc2oc(-c3cc(N)cc(C)c3O)nc2c1	15	/	-2	-1.6	-0.3
29	COc1ccccc1C(=O)OCn1nnc2ccccc2c1=O	-1	0.2	/	-0.4	i
30	CCOc1ccc(C(=O)NCC(=O)OCC(=O)Nc2nnc(-c3ccccc3)o2)cc1	1	-1.0	/	-2.1	-0.4
31	Clc1ccc(CSC(Cn2ccnc2)c2ccc(Cl)cc2Cl)cc1 (configuration not stated)	1	-0.3	3	147*	i
32	COc1ccccc1CNc1nc(NCc2ccc(NC(C)=O)cc2)c2sccc2n1	-12	0.2	/	/	-0.6
33	O=C(CSc1nnc(CNC(=O)c2c(F)cccc2F)o1)Nc1ccc2c(c1)OCO2	0	2.2	1	1.0	-0.2
34	CN1CCCN(C(=O)c2cc(=O)[nH]c3ccccc23)c2nc3ccccc3nc21	-8	/	0	0.6	i
35	O=[N+]([O-])c1cc(-c2ccc(/C=N/n3cnnc3)o2)ccc1Cl	-6	1.1	-2	-0.1	-0.9
36	CCCCSc1nc2sc3c(c2c(=O)n1-c1ccc(C)cc1)CCN(C)C3	10	1.3	3	0.5	i

nr	Anthrax LF prot	Yp Topo-I inh	PriA SSB inh	DUSP3 inh	BoNT-A LC inh2
25	-5	34	3	12	-3.3
26	-2	3	-9	1	-0.4
27	-3	1	0	4	-1.3
28	-2	-14	5	12	-1.8
29	-10	-5	-3	26	-1.1
30	-1	3	-7	/	-0.5
31	-6	57*	12	-7	-0.4
32	-3	-9	/	/	-0.6
33	0	-12	-8	-16	1.7
34	-4	5	-3	-10	0.7
35	7	-1	/	-17	2.1
36	1	24	0	-20	19

(next part)
nr	canonical_smiles	CCHF vOTU inh	TcdB inh	3CLpro inhibitor	PfHsp40 yeast	Vc quorum ag
37	Cc1cc(C)n(CCCN2C(=O)c3cccc4cccc(c34)C2=O)n1	-4	2.8	-4	0.9	-0.5
38	CN1CCN(C2=C(Cl)C(=O)N(c3ccc(Cl)c(Cl)c3)C2=O)CC1	/	/	-2	-1.9	0.3
39	COc1cc(NC(=O)c2ccc(-c3cnn(C)c3)c3ccoc23)cc(OC)c1OC	-22	-0.4	/	/	-0.5
40	CCOc1ccc2oc(C(=O)N(CC)CC(=O)Nc3c(F)cccc3F)c(C)c2c1	2	5.2	/	1.3	i
41	COC/C=C/C1=CC2=CC(=O)C(C)(OC(=O)c3cnc4ccccc4n3)C(=O)C2=CN1c1ccc(OC)cc1 (configuration not stated)	1	/	/	17	11
42	COc1ccc(C(=O)C2CCCN(C(=O)CCc3scnc3C)C2)c(C)c1 (configuration not stated)	-7	0.2	-1	0.7	-1.8
43	CC(=O)C1=C(O)C(=O)N(Cc2ccccc2)C1c1ccccc1F (configuration not stated)	10	/	2	-0.6	0.8
44	Cn1c(=O)cc(OCCCC(=O)NCc2cccnc2)c2ccccc21	-4	0.3	1	1.4	5.7
45	CC(=O)c1ccc(NC(=O)N2CCN(c3cccc(Cl)c3)CC2)cc1	-8	/	0	4.0	i
46	CC[C@H]1OC(=O)[C@H](C)[C@@H](O[C@H]2C[C@@](C)(OC)[C@@H](O)[C@H](C)O2)[C@H](C)[C@@H](O[C@@H]2O[C@H](C)C[C@H](N(C)C)[C@H]2O)[C@](C)(O)C[C@@H](C)C(=O)[C@H](C)[C@@H](O)[C@]1(C)O	6	1.2	2	2.8	-0.2
47	Nc1cc(S(=O)(=O)N2CCCCC2)ccc1Oc1ccccc1	0	-1.6	6	0.9	-0.3
48	CC(=O)c1ccc(C(=O)N2CCCC(C(=O)c3ccc(Cl)cc3)C2)s1 (configuration not stated)	15	1.3	-1	-0.6	i
49	CC(C)(C)N1C(=O)NC(=O)/C(=C\c2ccc3c(c2)CCN3CCCCl)C1=O	-4	0.4	1	6.0	i
50	Cc1ccc2c(c1)N(C(C)C(=O)NCc1ccc3c(c1)OCO3)C(=O)CO2 (configuration not stated)	-5	1.4	2	1.1	-0.3
51	Cc1ccccc1Cn1cc(NC(=O)COc2ccccc2)cn1	17	/	-5	-0.9	i

nr	Anthrax LF prot	Yp Topo-I inh	PriA SSB inh	DUSP3 inh	BoNT-A LC inh2
37	0	10	-6	7	0.5
38	-8	-4	12	19	-0.6
39	3	23	/	/	0.1
40	-3	3	-1	/	-0.5
41	-21	13	9	/	1.4
42	4	13	-3	29	0.3
43	0	-3	1	25	0.0
44	0	3	-3	22	-0.5
45	0	-7	-14	-12	-0.9
46	-6	4	-12	-2	-0.4
47	1	1	9	18	1.8
48	0	13	-6	-7	2.2
49	4	1	8	6	3.5
50	0	2	-6	23	-0.1
51	1	-4	3	30	1.5

Rewritten with values under each structure: entries from further up
Values in the order: CCHF vOTU inh	TcdB inh	3CLpro inhibitor	PfHsp40 yeast	Vc quorum ag	Anthrax LF prot	Yp Topo-I inh	PriA SSB inh	DUSP3 inh	BoNT-A LC inh2
24) C=CCNc1nc2cc(-c3cccc(Cl)c3)sc2c(=O)n1C
→ -6	0.5	/	/	0.3	2	-2	/	/	0.4
19) O=C(CSc1nc2ccc(Cl)cc2[nH]1)NCCc1ccccc1
→ 5	2.7	-1	1.0	-3.4	-1	3	5	-4	1.5

Source: PubChem
